Source: PubChem BioAssay (several laboratories)
TROY signal inh: inhibitors of TROY-driven NF-kB signaling, primary screen, Q293 LMP1-TROYcd cells, NF-kB luciferase, uHTS. 360,000 tested, 0.98% active. inhibition, % at 10 µM. Q293 LMP1-TROYcd NF-kB luciferase reporter, 4 h;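 active means compounds whose plate-normalised and pattern-corrected inhibition of the luciferase reporter signal at the single screening dose is 50% or more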
C8 TRAIL sens: viability loss with TRAIL in NB7+C8 cells, primary screen, TRAIL sensitizer project, cell-based, ATPlite luminescence; inhibition (viability loss, TRAIL sensitization), % at 10 µM; AID 624354, 2012; 360,000 tested, 1% active;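 active means compounds causing at least 50% loss of cell viability in the single-dose screen, relative to plate controls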
COUP-TFII inh: NR2F2 transcriptional activity inhibitors, primary screen, cell-based, luciferase reporter, HEK293T, luminescence | HEK293T NGFI-A luciferase reporter | AID 686940, 2013 | 370,000 tested, 0.7% active | inhibition, % at 8.6 µM | COUP transcription factor 2 (Homo sapiens), P24468;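 active means inhibition above a per-plate cutoff, mean inhibition of test wells between control levels plus 3 SD, cut at about 38% in these data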;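 further: cells cotransfected with COUP-TFII expression vector driving the NGFI-A reporter; 0% = median of COUP-TF2 test wells and 100% = reporter-only cells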
EBV LMP1 NFkB: EBV LMP1-driven NF-kappaB luciferase reporter inhibitors, primary screen, cell-based, luminescence, single point; 350,000 tested, 0.69% active; inhibition, % at 12.5 µM; LMP1-induced NF-kappaB luciferase reporter cells; in the data active means inhibition above about 41%;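 further: 0% = neutral control wells and 100% = reference inhibitor control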
KKLEB cytotox: cytotoxicity in KKLEB CF airway cells, primary screen, cytotoxicity control for CF NF-kB inhibitor project, cell-based, uHTS, fluorescence assay plates | activity change (cytotoxicity), % at 5 µM | 360,000 tested, 0.36% active | KKLEB CF airway cells viability, ATPlite luminescence, overnight; hits give low values; cells stimulated with P. aeruginosa culture filtrate;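 active means corrected activity change at or below -50% at 5 µM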
CF NFkB block: inhibitors of PAF-induced NF-kB signaling, primary screen, cell-based, GFP fluorescence, uHTS | KKLEB NF-kB-GFP reporter, GFP fluorescence overnight | inhibition, % at 5 µM | 360,000 tested, 0.86% active;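 active means at least 50% inhibition at 5 µM, scaled per plate between neutral and stimulator controls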;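 further: PAF is a Pseudomonas aeruginosa culture filtrate used as stimulus; plate controls were PAF-stimulated DMSO wells for no effect and unstimulated DMSO wells for full effect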
Shn3 3UTR inh: reduction of Shn3 3'UTR firefly luciferase signal, primary screen, Schnurri-3 inhibitor project, cell-based, Clone20 osteoblasts, set 2 | Clone20 osteoblast Shn3 3'UTR firefly luciferase, 24 h | inhibition, % at 12.5 µM | 360,000 tested, 0.52% active;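 active means mean inhibition of at least 75% with every replicate also reaching 75%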;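 further: 0% = median of neutral control wells and 100% = pilot-screen positive control compound; some compounds past the cut are filed as inactive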
SRC3 inh: SRC3 coactivator transcriptional activity inhibitors, primary screen, cell-based, luminescence; Nuclear receptor coactivator 3 (Homo sapiens), Q9Y6Q9; HEK293 GAL4-SRC3 luciferase reporter; inhibition, % at 3.6 µM; 360,000 tested, 0.17% active;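 active means inhibition above a per-campaign cutoff, the mean of all compounds plus 3 SD, cut at about 60% in these data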;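 further: 0% = DMSO-treated cells and 100% = gossypol-treated cells at 36 µM; higher means less SRC3-driven luciferase light from the GAL4 reporter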
TWEAK-Fn14 inh: inhibitors of TWEAK-Fn14 signaling, primary screen, luciferase reporter cells, uHTS. TWEAK-stimulated Fn14 reporter cells, luciferase luminescence, 8 h. 360,000 tested, 2% active. inhibition, % at 10 µM. AID 1159606, 2016; in the data active means inhibition above about 50%
SRC1 inh: SRC1 coactivator transcriptional activity inhibitors, primary screen, cell-based, luminescence. Nuclear receptor coactivator 1 (Homo sapiens), Q15788. HEK293 GAL4-SRC1 luciferase reporter. inhibition, % at 3.6 µM. AID 588354, 2011. 360,000 tested, 0.12% active;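 active means inhibition above the campaign mean plus 3 SD, with each screening campaign given its own cutoff, cut at about 60% in these data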;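 further: 0% = DMSO treated cells and 100% = gossypol at 36 µM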
Target sequence (Q15788 whole entry, looked up, the tested form may be a part): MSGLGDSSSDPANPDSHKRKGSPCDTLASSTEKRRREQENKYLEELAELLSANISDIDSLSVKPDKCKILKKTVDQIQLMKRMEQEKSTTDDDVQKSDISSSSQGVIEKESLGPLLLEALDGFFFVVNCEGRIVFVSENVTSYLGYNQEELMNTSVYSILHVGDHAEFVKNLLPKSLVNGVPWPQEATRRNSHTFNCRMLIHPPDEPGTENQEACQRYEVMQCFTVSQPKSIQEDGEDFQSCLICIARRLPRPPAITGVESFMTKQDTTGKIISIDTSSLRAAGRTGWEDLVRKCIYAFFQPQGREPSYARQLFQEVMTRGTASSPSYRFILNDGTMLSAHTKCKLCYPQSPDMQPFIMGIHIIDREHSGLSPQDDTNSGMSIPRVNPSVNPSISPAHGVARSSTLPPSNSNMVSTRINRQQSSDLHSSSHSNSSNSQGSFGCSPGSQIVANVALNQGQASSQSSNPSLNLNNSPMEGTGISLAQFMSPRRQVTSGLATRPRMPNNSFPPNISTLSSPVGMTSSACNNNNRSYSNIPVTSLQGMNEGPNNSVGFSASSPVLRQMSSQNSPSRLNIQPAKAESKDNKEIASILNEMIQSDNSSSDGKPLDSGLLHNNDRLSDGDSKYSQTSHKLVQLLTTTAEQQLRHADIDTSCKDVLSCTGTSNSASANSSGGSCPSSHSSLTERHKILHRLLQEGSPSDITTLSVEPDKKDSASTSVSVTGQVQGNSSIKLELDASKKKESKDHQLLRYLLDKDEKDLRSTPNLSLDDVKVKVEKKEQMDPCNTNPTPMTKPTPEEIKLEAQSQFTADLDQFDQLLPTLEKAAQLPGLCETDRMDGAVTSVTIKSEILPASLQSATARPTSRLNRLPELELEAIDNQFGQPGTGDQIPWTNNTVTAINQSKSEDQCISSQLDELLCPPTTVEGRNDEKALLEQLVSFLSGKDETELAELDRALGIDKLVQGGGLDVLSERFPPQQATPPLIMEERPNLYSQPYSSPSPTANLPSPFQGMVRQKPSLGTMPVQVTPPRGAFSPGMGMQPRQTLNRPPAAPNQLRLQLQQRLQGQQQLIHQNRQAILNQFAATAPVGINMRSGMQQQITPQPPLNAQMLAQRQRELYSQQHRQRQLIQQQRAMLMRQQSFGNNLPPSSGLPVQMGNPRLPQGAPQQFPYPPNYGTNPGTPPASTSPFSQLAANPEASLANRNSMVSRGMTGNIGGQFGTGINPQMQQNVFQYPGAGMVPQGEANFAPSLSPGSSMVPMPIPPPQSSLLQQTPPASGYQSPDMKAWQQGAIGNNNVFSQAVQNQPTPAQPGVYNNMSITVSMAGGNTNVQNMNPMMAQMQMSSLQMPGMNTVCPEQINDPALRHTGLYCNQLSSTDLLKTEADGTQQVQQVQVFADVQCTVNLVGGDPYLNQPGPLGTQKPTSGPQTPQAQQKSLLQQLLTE
NR5A2 inv ag: LRH-1 (NR5A2) inverse agonists, primary screen, cell-based, luminescence, HEK293T, StAR-luciferase reporter; Nuclear receptor subfamily 5 group A member 2 (Homo sapiens), O00482; LRH-1 transfected, 24 h; inhibition, % at 3.6 µM; 360,000 tested, 0.13% active;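 active means inhibition above the mean inhibition of all tested compounds plus 3 SD, cut at about 73% in these data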;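 further: 0% = DMSO wells and 100% = reporter-only cells lacking LRH-1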
The depositor's hits bear a star; . = not tested or not shown. A portion of the library (hit frequency here may not be typical).

SMILES | TROY signal inh | C8 TRAIL sens | COUP-TFII inh | EBV LMP1 NFkB | KKLEB cytotox | CF NFkB block | Shn3 3UTR inh | SRC3 inh | TWEAK-Fn14 inh | SRC1 inh | NR5A2 inv ag
NC(=O)CC1C(=O)N(c2ccccc2)C(=S)N1NC(=O)c1ccc(Br)cc1 (stereo not given) | -71 | 2 | -55 | -18 | 4 | -3 | -38 | -54 | -21 | -35 | -60
CCCS(=O)(=O)N1CCn2c(nc3ccccc32)C1 | -13 | 1 | -22 | 1 | 8 | 11 | 4 | -20 | 0 | -15 | -8
COc1cccc(NC(=O)CSc2nnc(-c3cc(C)[nH]n3)n2N)c1 | -7 | 10 | -2 | -6 | 0 | -1 | 1 | 10 | -13 | -17 | -11
Cc1ccc(CNC(=O)Nc2cccc(C)c2)cc1 | -48 | 17 | -26 | -11 | 2 | 3 | -83 | -22 | -11 | -72 | -90
CC(C)(C)OC(=O)C[C@@H]1C/C=C\C[C@H](CC(=O)N[C@@H](CO)Cc2ccccc2)C(=O)N[C@H](Cc2ccccc2)COC1=O | -26 | -19 | 9 | -3 | -1 | 0 | -9 | -6 | 1 | -6 | 10
CC(=O)Nc1ccccc1OCc1nnc(-c2ccc(Cl)cc2)o1 | -109 | -10 | 7 | -24 | -6 | -7 | -18 | -5 | -12 | -2 | -25
Cn1c(-c2ccc3c(c2)OCO3)cnc1NCc1ccccc1Cl | -10 | 4 | -22 | -9 | -6 | 8 | -39 | -32 | -16 | -18 | -45
COC(=O)C1=C(C)N=C2SCCC(=O)N2C1c1cccs1 (stereo not given) | 7 | -8 | 6 | -2 | 6 | -3 | 12 | 7 | -24 | 1 | -7
COc1ccc(NC(=O)CCNC(=O)N2CC(=O)Nc3ccccc32)cc1OC | -5 | -13 | 5 | 5 | 4 | 0 | -9 | -6 | -3 | 1 | 15
COc1ccc(C(=O)N2CCCC(CCC(=O)N3CCN(c4ccccn4)CC3)C2)cc1 (stereo not given) | 15 | 1 | 6 | 7 | -9 | 27 | 5 | 1 | 11 | -6 | -5
COc1ccc(OCc2nnc(SCC(=O)NC3CCCCC3)o2)cc1 | -33 | 5 | -5 | -14 | -5 | 6 | 4 | 6 | -4 | 4 | 1
Cc1ccc(-c2noc(-c3ccccc3C(=O)N3CCCC3)n2)cc1 | 26 | 4 | -5 | -9 | 0 | -19 | -64 | -47 | -12 | -63 | -30
CCOc1ccc(S(=O)(=O)N(CC(=O)N/N=C/c2ccc(-c3ccc([N+](=O)[O-])cc3)o2)c2ccccc2)cc1 | 5 | 10 | 6 | 9 | 1 | 0 | 23 | -10 | 10 | -30 | -14
COc1cccc(CNC(=O)CCC(=O)N2Cc3cccc(OC)c3Oc3ncccc32)c1OC | 2 | 10 | 8 | -8 | 1 | -31 | -17 | -1 | -26 | -12 | 4
COc1cccc2cc(-c3nc4ccccc4[nH]3)c(=O)oc12 | 25 | 54* | -30 | -33 | -10 | -12 | -97 | -96 | 32 | -76 | -130
CC(C(=O)Nc1ccccc1Cl)N(c1ccccc1)S(C)(=O)=O (stereo not given) | -5 | -1 | -4 | -9 | 15 | 0 | -7 | 10 | -16 | -12 | -8
CCc1ccc(S(=O)(=O)Nc2cc3c(cc2N2CCCCC2)n(C)c(=O)c(=O)n3C)cc1 | -17 | 4 | -12 | 0 | -16 | -18 | -13 | -7 | 15 | 0 | -12
CCC(C(=O)NCc1ccco1)n1nc(C)c2c(C)n(-c3ccccc3)nc2c1=O (stereo not given) | 3 | -4 | 1 | 2 | -8 | 1 | -2 | -22 | 5 | -72 | -1
NC1=NC2(CCN(Cc3ccccc3)CC2)n2c(nc3ccccc32)N1 | 14 | -11 | 2 | -6 | -1 | -5 | 2 | -2 | 4 | 20 | -12
CCCCC(=O)NC(c1ccc([N+](=O)[O-])cc1)c1c(O)ccc2ccccc12 (stereo not given) | 43 | 7 | 6 | 1 | -9 | 32 | 33 | 21 | 34 | 12 | 20
Cc1cccc(C(=O)NCC(=O)OCC(=O)c2ccc(C)s2)c1 | -2 | -8 | 11 | -3 | 0 | 4 | -8 | -7 | 21 | -10 | -25
CC1(C)Cc2ccccc2-c2nnc(-c3ccccn3)n21 | -4 | -11 | 18 | -2 | 9 | -5 | -7 | -9 | -5 | -8 | -2
CCS(=O)(=O)N1CCCC(C(=O)Oc2ccc(Br)cc2)C1 (stereo not given) | 10 | 4 | -30 | -44 | -3 | -1 | -2 | 0 | 16 | -76 | -4
O=C(NNC1CC(=O)N(c2ccc(Cl)cc2)C1=O)c1ccccc1Cl (stereo not given) | -1 | -11 | -7 | -1 | 3 | 7 | 2 | 17 | 10 | 10 | -9
COc1cc2c(cc1OC)n(CC(=O)NC1CCCCCC1)n1c(C)cc(=O)nc21 | -13 | -1 | -11 | 3 | 7 | -17 | -5 | -12 | -10 | -4 | 9

(continued)
SMILES | TROY signal inh | C8 TRAIL sens | COUP-TFII inh | EBV LMP1 NFkB | KKLEB cytotox | CF NFkB block | Shn3 3UTR inh | SRC3 inh | TWEAK-Fn14 inh | SRC1 inh | NR5A2 inv ag
CN(C)S(=O)(=O)c1cccc(NC(=O)COC(=O)c2ccc3c(c2)OCO3)c1 | -7 | 2 | 15 | 10 | -4 | 0 | -5 | 16 | 3 | -1 | 0
O=[N+]([O-])c1nccn1C1C=CC(O)C(CO)O1 (stereo not given) | -9 | 10 | -15 | . | . | . | . | . | 1 | . | 10
O=C(Nc1ccc(Br)cc1F)C1CCCN(S(=O)(=O)c2cnc[nH]2)C1 (stereo not given) | 1 | 18 | 23 | 4 | -4 | 2 | -16 | 1 | -1 | 7 | -6
CC1CCN(c2ccccc2NC(=S)NC(=O)c2ccco2)CC1 | -12 | 9 | 4 | 8 | 8 | -8 | -36 | 3 | 30 | -17 | 2
CC1(C(=O)Nc2ccc3nc[nH]c3c2)CCN1C(=O)C/C=C/c1ccccc1 (stereo not given) | -2 | -8 | -9 | . | 6 | 3 | 4 | -23 | 1 | -3 | -6
CN(C)c1ccc(C(=O)Nc2ccc(S(=O)(=O)Nc3nccs3)cc2)cc1 | -13 | 5 | 13 | -6 | -5 | -31 | -5 | 21 | 1 | 2 | -14
Cc1sc2c(c1C)c(=O)nc1scc(CC(=O)O)n12 | 4 | -2 | -4 | 6 | -7 | 15 | -24 | 4 | -11 | -30 | 3
COc1cc(CCN2C(=O)c3cccc4cccc(c34)C2=O)c(S(=O)(=O)NCCCO)cc1OC | -20 | 9 | -16 | 6 | -13 | -4 | 11 | 0 | 36 | 4 | 21
COc1cc(/C=C2\CCC(C3CCCC3)C2=O)ccc1OC(C)C (stereo not given) | -6 | -3 | -21 | -12 | -1 | -3 | -8 | -15 | -1 | -3 | 1
CCOC(=O)C1CCCN(C/C=C/c2ccccc2)C1 (stereo not given) | 8 | 6 | 21 | -4 | -4 | 8 | -12 | 2 | 4 | -3 | 21
O=C(Nc1cccc(C(=O)O)c1)Nc1ccc2c(c1)OCO2 | -30 | 49 | -7 | 73* | -4 | 14 | 74 | -53 | 6 | -71 | -108
O=C(NNC(=O)c1cccc2ccccc12)c1ccc(Cl)cc1Cl | -38 | -7 | -6 | -10 | -4 | -13 | -33 | -29 | 3 | -115 | -35
Cc1cccn(Cc2c(Cl)cccc2Cl)c1=O | -11 | -21 | -9 | . | 12 | 12 | . | -2 | -7 | 4 | -11
C=CCn1c(SCC(=O)N2CCCCC2)nnc1-c1ccncc1 | 10 | 16 | 3 | 30 | 2 | -2 | 12 | 12 | 4 | 10 | -1
CC1=C(C(=O)N2CCOCC2)CC(CC(=O)NC2CC2)C(=O)N1CCC1=CCCCC1 (stereo not given) | 9 | -10 | -9 | . | -9 | -15 | -21 | 9 | 9 | -4 | -10
O=C(CSc1n[nH]c(-c2cccs2)n1)N1CCCC1 | -20 | -1 | -13 | -3 | 4 | 1 | -12 | -1 | 4 | -1 | -13
Cc1ccnc(N2CCC(C(=O)Nc3cccc(C(F)(F)F)c3)CC2)n1 | 18 | -9 | 8 | 0 | -15 | 3 | 5 | 5 | 12 | 0 | 14
COc1ccc(NC(=O)c2ccc3ccccc3c2)cc1NS(=O)(=O)c1ccc(F)cc1 | 7 | 4 | 0 | -11 | -2 | 5 | 5 | 21 | 20 | 3 | -16
O=C(CN1C(=O)NC2(CCCc3ccccc32)C1=O)NCc1cccs1 (stereo not given) | 6 | -4 | 10 | 1 | 2 | -13 | -12 | 12 | 13 | -15 | 9
Cc1ccc(S(=O)(=O)N2CCC(=O)N([C@H](COCc3ccc(Cl)cc3)Cc3ccccc3)CC2)cc1 | 9 | 4 | 1 | . | . | . | . | . | 10 | . | 16
O=C1CCN(C(=O)Nc2ccccc2Cl)N1 | -28 | -10 | -7 | -8 | -9 | -1 | 1 | 7 | 0 | -2 | 17
CCNC(=S)NNC(=S)NCc1ccccc1 | 19 | -5 | -9 | 5 | 4 | 6 | -5 | 12 | -17 | -8 | 5
CCN(c1ccccc1)S(=O)(=O)c1cccc(C(=O)N(C)CCOc2ccccc2)c1 | 12 | 14 | 8 | 4 | -8 | 14 | 6 | -6 | 13 | -2 | 3
Fc1ccc(C(CCNCc2cccs2)c2ccco2)cc1 (stereo not given) | 8 | -6 | 8 | 3 | -10 | 10 | 11 | 18 | 6 | -3 | -2
COc1cccc(-n2nnnc2SCC(=O)Nc2cccc(NC(C)=O)c2)c1 | 5 | 1 | -9 | -1 | 12 | -6 | 17 | -12 | 4 | 6 | 8
CCC(CO)NC1=CC(=O)CCC1 (stereo not given) | -2 | 1 | -19 | 0 | 11 | -1 | -6 | -9 | 10 | -2 | 19
CC1=NC2(CCCc3c2no[n+]3[O-])N(O)C1(C)C (stereo not given) | -13 | 5 | 17 | -8 | 7 | 2 | 12 | -7 | -1 | -3 | 4
Cc1noc(C)c1COc1ccccc1C(=O)N1CCN(S(=O)(=O)c2cccc([N+](=O)[O-])c2)CC1 | -23 | -5 | 13 | -4 | 5 | -2 | 2 | 12 | 17 | 1 | -3
C#Cc1ccc([C@H]2C=C(C(=O)O)O[C@@H](OCCCCO)C2)cc1 | -6 | -10 | 2 | 3 | -10 | 17 | -3 | -5 | -4 | 1 | -14

Retrieved by compound from the entries so far:
SMILES | TROY signal inh | C8 TRAIL sens | COUP-TFII inh | EBV LMP1 NFkB | KKLEB cytotox | CF NFkB block | Shn3 3UTR inh | SRC3 inh | TWEAK-Fn14 inh | SRC1 inh | NR5A2 inv ag
CC(=O)Nc1ccccc1OCc1nnc(-c2ccc(Cl)cc2)o1 | -109 | -10 | 7 | -24 | -6 | -7 | -18 | -5 | -12 | -2 | -25
CCc1ccc(S(=O)(=O)Nc2cc3c(cc2N2CCCCC2)n(C)c(=O)c(=O)n3C)cc1 | -17 | 4 | -12 | 0 | -16 | -18 | -13 | -7 | 15 | 0 | -12
